# LDHA inh: blocks human lactate dehydrogenase A | purified LDHA, NADH/diaphorase-resazurin fluorescence; active compounds read low | activity change, % (values are at about 110 or 230 µM) | 480,000 compounds, 0.15% hits | P00338; in the data active = activity change below about -30%; inconclusive = mostly about -25% to -30%;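 also: plate controls were DMSO wells for no effect and wells without enzyme for full effect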
#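 Human LDH5 (2 nM) was incubated with 0.06 mM NADH and 0.2 mM pyruvate for 5 min at room temperature in Tris pH 7.4. Remaining NADH was coupled through diaphorase/resazurin, and resorufin fluorescence was read at 0 and 20 min.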
# Vif-APOBEC3G blk: Vif-A3G binding inhibition; AID 602310; Q9HC16; HeLa A3G-eYFP + Vif (tagged APOBEC3G with the HIV-1 protein that degrades it), YFP fluorescence, overnight; 410,000 compounds, 0.076% hits; Potency, µM (doses to about 46.1 µM), without a hit: at the top dose activity, negative = active, actives largely listed as inhibitors;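 also: potency is read from the fitted curve at half-maximal effect; % is scaled to controls: 0 for no effect and ±100 for the full control effect; nearly all actives have a fitted effect of over 60% in size; hits raise eYFP signal because A3G escapes Vif-driven loss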
# Target sequence (Q9HC16 whole entry, looked up): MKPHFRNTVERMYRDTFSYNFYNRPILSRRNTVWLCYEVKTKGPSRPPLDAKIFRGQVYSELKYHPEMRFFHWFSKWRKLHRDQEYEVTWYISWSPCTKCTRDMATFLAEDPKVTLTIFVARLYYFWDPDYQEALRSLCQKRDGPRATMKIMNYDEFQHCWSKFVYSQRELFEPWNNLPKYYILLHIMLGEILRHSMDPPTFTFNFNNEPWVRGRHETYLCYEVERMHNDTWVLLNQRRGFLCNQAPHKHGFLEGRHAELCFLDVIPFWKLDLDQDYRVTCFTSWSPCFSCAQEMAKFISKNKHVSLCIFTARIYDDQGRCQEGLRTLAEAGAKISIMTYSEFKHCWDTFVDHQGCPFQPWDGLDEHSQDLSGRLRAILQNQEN
#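 Read-out is eYFP fluorescence (Ex 488/Em 500-530) from Vif-expressing HeLa A3G-eYFP cells; more signal means A3G escaped Vif-mediated degradation. Cells plated overnight, compound pinned in, incubated overnight at 37 deg C.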
# GRP78 ERSR act: induces the endoplasmic reticulum stress response in human glioma cells; U87-MG GRP78 promoter luciferase reporter, 16 h; Potency, µM, for inactives: at the top dose activation, hits mostly activators; 420,000 compounds, 0.02% hits; AID 602332; also: potency is read from the fitted curve at half-maximal effect; series mostly up to about 76 µM; % of control where 0% means no effect; nearly all actives have a fitted effect of over 35% in size
#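 Stably transfected U87-MG glioma cells carrying a GRP78-based luciferase sensor; 16 h compound incubation. Luminescence end-point read 10 min after Bright-Glo addition at room temperature.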
# TrxR1 inh: rat TrxR1 inhibition | O89049 | Potency, µM (highest dose often 114 µM), for inactives: top-dose activity change, negative = inhibition, most hits filed as inhibitors | recombinant rTrxR1, NADPH fluorescence consumption, selenite substrate | 390,000 compounds, 1% hits; also: potency is read from the fitted curve at half-maximal effect; % is scaled to controls: 0 for no effect and ±100 for the full control effect; nearly all actives have a fitted effect of over 65% in size
#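 Rat TrxR1 (90 nM in the dispensed reagent) was pre-reduced with 400 uM NADPH for 5 min at room temperature, then incubated with compound for 15 min. After 400 uM selenite was added, NADPH fluorescence (Ex 340/Em 450 nm) was followed for 8 min.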
# USP1 inh: inhibitors of human USP1/UAF1 deubiquitinase. O94782. recombinant USP1/UAF1, Ub-Rhodamine cleavage fluorescence. Potency, µM (top dose mostly 57.1 µM), without a hit: at the highest dose activity change, negative = inhibition, actives largely listed as inhibitors. 390,000 compounds, 0.23% hits. AID 743255; also: potency is read from the fitted curve at half-maximal effect; % is scaled to controls: 0 for no effect and ±100 for the full control effect; nearly all actives have a fitted effect of over 60% in size; inactives centre near -12
#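 1 nM enzyme complex + cpd, 15 min RT; start with Ub-Rho 150nM final; kinetic fluorescence ex 480/em 540, 6 reads q60 s. Buffer 50mM HEPES pH 7.8, 0.5mM EDTA, 0.1 mg/ml BSA, 1mM TCEP, 0.01% Tween-20.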
# mIDH1 inhibitor: inhibitors of human mutant IDH1 R132H; O75874; IDH1-R132H enzyme, NADPH consumption, diaphorase/resazurin fluorescence; Potency, µM (highest dose often 76.6 µM), for the others: at the highest dose activity change, negative = inhibition, actives largely listed as inhibitors; 390,000 compounds, 0.093% hits; AID 602179; also: potency is read from the fitted curve at half-maximal effect; % is scaled to controls: 0 for no effect and ±100 for the full control effect; nearly all actives have a fitted effect of over 65% in size
# Target sequence (O75874 whole entry R132H, stated change not applied): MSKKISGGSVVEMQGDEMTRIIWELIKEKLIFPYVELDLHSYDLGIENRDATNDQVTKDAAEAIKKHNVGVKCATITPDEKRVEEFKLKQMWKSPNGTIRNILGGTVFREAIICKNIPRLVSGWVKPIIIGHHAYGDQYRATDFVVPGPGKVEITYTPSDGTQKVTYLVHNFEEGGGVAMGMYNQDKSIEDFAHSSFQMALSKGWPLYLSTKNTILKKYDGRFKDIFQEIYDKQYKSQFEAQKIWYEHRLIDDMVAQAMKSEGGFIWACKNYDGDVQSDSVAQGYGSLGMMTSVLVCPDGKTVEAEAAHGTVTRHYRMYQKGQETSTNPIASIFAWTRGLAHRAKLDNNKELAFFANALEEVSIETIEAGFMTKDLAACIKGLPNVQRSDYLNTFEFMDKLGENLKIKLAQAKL
#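 IDH1-R132H (0.5 ug/mL dispensed) in pH 7.5 Tris buffer was preincubated 30 min with compound, then given a substrate mix of 0.016 mM NADPH and 2 mM alpha-KG for 80 min at room temperature; remaining NADPH was read by diaphorase/resazurin fluorescence.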
# TrxR1 substrate: rat thioredoxin reductase 1 substrate activity | O89049 | purified TrxR1 substrate turnover, NADPH consumption readout | Potency, µM (series often up to 114 µM), without a hit: at the top dose activity change, negative = substrate turnover | 390,000 compounds, 0.01% hits | AID 588456; also: potency is read from the fitted curve at half-maximal effect; % is scaled to controls: 0 for no effect and ±100 for the full control effect; nearly all actives have a fitted effect of over 50% in size
#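 Rat TrxR1, dispensed at 90 nM, was prereduced with 400 uM NADPH (final) for 5 min at ~22 deg C, then incubated with compound 15 min before 400 uM selenite. A first-read NADPH fluorescence drop versus no-compound background flagged substrates.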
# RGS4 inh: blocks human RGS4-accelerated GTP hydrolysis | Transcreener GDP fluorescence polarization, RGS4-accelerated GTP hydrolysis | 390,000 compounds, 0.039% hits | Potency, µM (top dose mostly 114 µM), inactives show at the highest dose activity change, negative = inhibition, usual class: inhibitors; also: potency is read from the fitted curve at half-maximal effect; % is scaled to controls: 0 for no effect and ±100 for the full control effect; nearly all actives have a fitted effect of over 75% in size; some results filed as inactive show a strong effect at the top dose
# Target sequence (P49798 whole entry, looked up): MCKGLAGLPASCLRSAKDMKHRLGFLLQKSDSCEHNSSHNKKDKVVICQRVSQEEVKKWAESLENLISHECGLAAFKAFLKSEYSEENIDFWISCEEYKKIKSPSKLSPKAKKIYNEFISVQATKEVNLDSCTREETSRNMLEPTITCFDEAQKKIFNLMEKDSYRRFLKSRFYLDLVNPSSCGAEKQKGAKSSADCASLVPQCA
#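 MLSMR compounds (23 nl, pin-transferred) preincubated 10 min at room temperature with a 500nM (2x) first reagent, then RGS4 at 900nM (2x) plus Transcreener GDP mix added; fluorescence polarization (620/688 nm) read before and after 90 min at 30 °C.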
# Vif-A3F inh: blocks the Vif interaction with APOBEC3F; HeLa A3F-eYFP + Vif (tagged APOBEC3F with the HIV-1 protein that degrades it), YFP fluorescence increase; Potency, µM (doses to about 46.1 µM), without a hit: top-dose activity, negative = active; 390,000 compounds, 0.2% hits; also: potency is read from the fitted curve at half-maximal effect; % of control where 0% means no effect; nearly all actives have a fitted effect of over 65% in size
#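 HeLa cells stably expressing Vif plus C-terminally eYFP-tagged A3F were seeded, incubated overnight at 37 deg C, dosed with compound, incubated overnight again at 37 deg C. Yellow fluorescence (Ex 488/Em 500-530) reported blocked Vif-mediated A3F-eYFP degradation.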
# * marks the source's active call; other numbers are inactive results; ? = inconclusive; / = no result given; [ ] = remark or other dose. Unless noted, calls follow the shape of the dose curve; as a rule, active = well fitted curve in the direction sought with a large enough effect; inconclusive = small, poorly fitted or top-dose-only effect, or another doubt; inactive = no such curve, though single readings can be large; an effect the other way counts as inactive or inconclusive.
# The opening 2 entries, to show the layout:
SMILES,LDHA inh,Vif-APOBEC3G blk,GRP78 ERSR act,TrxR1 inh,USP1 inh,mIDH1 inhibitor,TrxR1 substrate,RGS4 inh,Vif-A3F inh
Cc1ccc(Oc2cc(N3CCOCC3)nc(-c3ccccc3)n2)cc1,0,-1%,-6%,-6%,-9%,0%,-6%,14%,1%
O=C(CSc1cccc[n+]1[O-])Nc1ccccc1C(F)(F)F,-3,1%,-2%,24%[57.1 µM],0%,-12%,8%[57.1 µM],3%,-25%

# All compounds of this part, from the first entry:
SMILES,LDHA inh,Vif-APOBEC3G blk,GRP78 ERSR act,TrxR1 inh,USP1 inh,mIDH1 inhibitor,TrxR1 substrate,RGS4 inh,Vif-A3F inh
Cc1ccc(Oc2cc(N3CCOCC3)nc(-c3ccccc3)n2)cc1,0,-1%,-6%,-6%,-9%,0%,-6%,14%,1%
O=C(CSc1cccc[n+]1[O-])Nc1ccccc1C(F)(F)F,-3,1%,-2%,24%[57.1 µM],0%,-12%,8%[57.1 µM],3%,-25%
O=C(NC1CCN(C(=S)Nc2ccccc2)CC1)C1CCCCC1,-6,1%,-4%,20%,-1%,12%,9%,6%,0%
C#CCOCCOCCOCCNc1nc(N2CCN(C(=O)[C@H]([C@@H](C)CC)n3cc([C@@H](N)CO)nn3)CC2)nc(N2CCN(C(=O)[C@H]([C@@H](C)CC)n3cc([C@@H](N)Cc4ccc(O)cc4)nn3)CC2)n1,-4,3%,-2%,?,-22%,-9%,14%[57.1 µM],7%,-7%
CCCc1cc(=O)n2[nH]c(C)c(-c3ccccc3)c2n1,-4,-6%,-3%,-6%,-4%,0%,-3%,-4%,/
CC(NS(C)(=O)=O)C(c1cccs1)N1CCN(c2ccc(F)cc2)CC1 (stereo not given),0,-4%,-3%,17%,1%,-1%,4%[57.1 µM],3%,0%
Cc1ccc(NS(=O)(=O)c2cc3c(cc2C)NC(=O)CO3)cc1,2,-7%,-3%,-1%[57.1 µM],-18%,-2%,-2%[57.1 µM],4%,-3%
CCN(CC)S(=O)(=O)c1cc(NC(=O)CSc2nnc(-c3cccs3)o2)ccc1C,-4,1%,-3%,-16%,1%,-3%,-14%,5%,5%
COc1ccccc1NC(=O)C(=O)NCC(c1cccnc1)N1CCc2ccccc2C1 (stereo not given),-3,6%,-2%,24%[11.4 µM],-9%,-7%,7%[11.4 µM],11%,-1%
O=C1C2C3C=CC(C3)C2C(=O)N1c1ccc2c(c1)CCC2 (stereo not given),-9,0%,3%,-9%,-10%,-1%,-10%,-24%,-2%
COc1ccc(-c2c(-c3cc(OC)cc(OC)c3)n(C)c3ccc(-c4ccc(N(C)C)nc4)cc23)cc1,-3,4%,-2%,82%[activator],-27%,-17%,85%[activator][57.1 µM],-4%,1%
Cc1cccc(NC(=S)N(CCN(C)C)Cc2cc3cc(C)ccc3[nH]c2=O)c1,-1,1%,-1%,13%[57.1 µM],-8%,0%,-7%[57.1 µM],-23%,-20%
COCCCN1C(=O)c2ccccc2CC1(C)C(=O)NC1CCCCC1 (stereo not given),-6,/,/,21%,-3%,/,6%,16%,/
CC(C)(C)NC(=O)C(c1ccncc1)N(Cc1ccc(F)cc1)C(=O)c1ccc(-c2ccccc2)[nH]1 (stereo not given),0,-7%,-4%,?,-9%,0%,-3%,-18%,2%
O=C(CN1C(=O)NC2(CCCc3ccccc32)C1=O)N1CCN(c2cccc(C(F)(F)F)c2)CC1 (stereo not given),0,1%,-3%,17%,-4%,-20%,-1%,4%,5%
O=C(O)c1c(-c2ccc(Cl)cc2)cn2ccccc12,1,-1%,3%,201%,?,-2%,273%,-35%,4%
Cc1ccc(C)c(NC(=S)N(Cc2ccc(Cl)cc2)Cc2ccc(C(=O)O)cc2)c1,1,0%,12%,-11%,-1%,0%,-6%,-10%,1%
CCc1ccc(CNC(=O)c2cccc(-n3c(C)nc4cccnc43)c2)cc1,-8,4%,-5%,16%,-14%,11%,-1%,9%,1%
CCC1(C2=CCCCC2)C(=O)NC(=O)N=C1N (stereo not given),-9,1%,-3%,13%,3%,-1%,-5%,-9%,1%
Cc1cccc(-n2c(C)cc(/C=N/NC(=O)c3ccc(CN4CCOCC4)cc3)c2C)c1,4,-3%,6%,-13%,-16%,7%,-6%,-26%,6%
O=C(NC1CCCCC1)c1ccc(N2CCOCC2)c([N+](=O)[O-])c1,-1,4%,-3%,27%,-15%,0%,0%,-8%,6%
COc1ccc(C)cc1N(C)C(=O)c1c2c(nc3ccccc13)C(=O)N(C1CCCCC1)C2,-7,-1%,1%,7%[57.1 µM],-18%,?,-3%[57.1 µM],-7%,-3%
C[C@H](NC(=O)Cc1ccccc1)C(=O)N1CCC2(CC1)NCCc1[nH]cnc12,-9,0%,-2%,-28%,-13%,0%,-18%,9%[11.4 µM],-7%
CCOC(=O)C1(Cc2ccc(OC)cc2)CCN(C(=O)C2=CCCC2)CC1,0,2%,4%,-3%,-25%,9%,-2%,-12%,-1%
CCCCc1c(O)nc(SCC(=O)N2CCOCC2)n(-c2ccccc2C)c1=O,1,0%,-3%,20%[57.1 µM],-17%,5%,19%[57.1 µM],-5%,-5%
CCOc1ccccc1NC(=O)c1oc2ccccc2c1NC(=O)C1CC1,-5,-6%,-1%,-5%,-3%,6%,47%[activator],5%,5%
Cc1nnc(N2CCOCC2)c2nn(-c3cccc(Cl)c3)c(C)c12,3,-15%,-2%,-9%,-8%,-6%,-2%,-1%,?
COC(=O)C1CCN(C(=O)c2ccc3nccnc3c2)CC1,0,4%,-8%,11%,-18%,0%,-3%,-3%,3%
O=C(NCc1ccco1)c1ccc(Cl)c(S(=O)(=O)N2CCCC2)c1,2,-1%,-1%,-31%,-4%,-11%,-5%,-3%,-9%
COC(=O)N(C)c1nc2ccccc2s1,-3,0%,8%,6%,-14%,7%,6%,-15%,-2%
COc1ccc2nc(NC(=O)C3CC(=O)N(c4ccc5c(c4)OCCO5)C3)sc2c1 (stereo not given),-1,2%,-2%,16%,-12%,1%,-3%,-3%,3%
O=C(COC(=O)c1ccc2c(c1)OCCO2)Nc1ccc(F)cc1,-6,0%,0%,14%,-4%,1%,0%,28%,?
COc1ccc(N2C(=O)CC(Cc3ccc(Br)cc3)C2=O)cc1 (stereo not given),0,3%,-4%,21%,-21%,-3%,3%,10%,1%
O=C(NC(=S)Nc1ccc2ncccc2c1)c1ccccc1,1,1%,-2%,?,-4%,9%,-4%,?,-14%
CN(C)c1ccc(CN(C(=O)/C=C/c2ccccc2Cl)C2CCS(=O)(=O)C2)cc1 (stereo not given),-3,0%,0%,20%,-14%,2%,5%,12%,7%
COc1ccc(NC(=O)C2CCCN(c3ncnc4onc(C)c34)C2)cc1OC (stereo not given),4,3%,0%,10%[57.1 µM],-9%,0%,3%[57.1 µM],10%,3%
Cc1cc(C(=O)OCC(=O)Nc2ccccc2Cl)c(C)o1,-3,2%,1%,-7%,-19%,1%,-5%,-19%,2%
CCN(C[C@H]1N[C@@](CC)(C(=O)OC)[C@H]2C(=O)N(C)C(=O)[C@@H]12)S(=O)(=O)c1ccc(OC(F)(F)F)cc1,-7,-2%,-1%,26%,-4%,-2%,4%,14%,11%
O=C1c2ccsc2SCCN1Cc1cccc(Cl)c1,2,-8%,3%,-15%,-17%,6%,-3%,-34%,-8%
O=C1NC(c2ccc(-c3ccccc3[N+](=O)[O-])o2)C(C(=O)c2ccc(Cl)cc2)C(O)(C(F)(F)F)N1 (stereo not given),16,6%,-1%,?,-14%,-5%,-14%,-7%,-1%
Cc1ccc(-n2c(Cc3cccs3)nnc2SCC(=O)OC(C)C)cc1,-5,-1%,-5%,-10%,-11%,-2%,-7%,-3%,4%
O=c1ccc(NS(=O)(=O)c2ccccc2Cl)cn1Cc1ccc(Cl)c(Cl)c1,5,-7%,-5%,-7%,-15%,18%,1%,-29%,0%
Cc1cc(C2CC(=O)Nc3ccccc3S2)c(C)s1 (stereo not given),-9,0%,-2%,15%,-1%,11%,-1%,-14%,-1%
Nc1nc(SCC(=O)Nc2cc(-c3ccccc3)nn2-c2ccccc2)n[nH]1,2,1%,-2%,6%,-15%,0%,0%,-14%,-3%
C[C@H]1CCC[C@]2(O[C@@H](CCO)C[C@H](O)[C@H]2O)O1,1,0%,-3%,17%,-17%,-11%,3%,4%,-1%
CCN(C[C@H]1N[C@@](CC)(C(=O)OC)[C@H]2C(=O)N(Cc3ccccc3)C(=O)[C@@H]12)S(=O)(=O)c1ccc(OC(F)(F)F)cc1,-1,0%,1%,4%,-34%,6%,-7%,13%,-6%
O=C(NC1(C(F)(F)F)NC(=O)N(c2ccc(F)c(Cl)c2)C1=O)c1ccncc1 (stereo not given),-3,?,-6%,20%,-7%,-1%,0%,-3%,1%
Cc1cccc(N2CCN(C(=O)c3cccc(-n4c(C)nc5cccnc54)c3)CC2C)c1 (stereo not given),-5,-4%,-2%,-20%,-19%,-12%,-14%,15%,0%

# Some of the compounds tested. The share of hits here may be higher or lower than overall.
